Screening data (PubChem)
TNAP act hiacc: TNAP activators at high phosphate acceptor level, primary screen, biochemical, luminescence, uHTS; Alkaline phosphatase, tissue-nonspecific isozyme (Homo sapiens), P05186; purified TNAP, CDP-star luminescence, 1 M DEA, 30 min; active compounds read high; 0 = EDTA background, 1 = DMSO-only activity; activation factor at 20 µM; 200,000 tested, under 10 active;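 active = activation factor at least 2 at 20 µM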
Target sequence (P05186 whole entry, looked up): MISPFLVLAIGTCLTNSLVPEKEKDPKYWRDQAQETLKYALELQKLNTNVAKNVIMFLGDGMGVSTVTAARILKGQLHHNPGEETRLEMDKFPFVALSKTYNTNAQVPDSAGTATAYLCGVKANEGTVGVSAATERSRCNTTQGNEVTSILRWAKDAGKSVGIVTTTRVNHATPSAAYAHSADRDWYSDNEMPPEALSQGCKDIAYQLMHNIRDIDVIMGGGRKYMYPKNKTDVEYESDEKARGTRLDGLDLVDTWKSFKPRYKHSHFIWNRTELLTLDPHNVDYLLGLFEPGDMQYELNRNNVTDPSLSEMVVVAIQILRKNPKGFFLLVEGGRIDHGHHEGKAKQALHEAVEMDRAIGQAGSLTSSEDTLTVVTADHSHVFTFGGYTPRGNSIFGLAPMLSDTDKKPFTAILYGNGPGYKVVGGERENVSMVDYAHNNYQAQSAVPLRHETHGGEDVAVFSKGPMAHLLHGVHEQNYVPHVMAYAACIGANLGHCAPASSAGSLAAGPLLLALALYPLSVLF
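Test system – human TNAP · Doses – 20 µM single point · Incubation – 30 min, room temperature · Signal – luminescent substrate turnover signal · Read-out basis – activation factor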
TNAP inh hiacc: human TNAP enzyme inhibitors, primary screen, biochemical, luminescent, high phosphate acceptor level, uHTS; Alkaline phosphatase, tissue-nonspecific isozyme (Homo sapiens), P05186; purified TNAP, CDP-star luminescence, 1 M DEA; inhibition, % at 20 µM; actives 0.03% (n = 200,000); AID 1135, 2008;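 active = over 50% inhibition of tissue-nonspecific alkaline phosphatase at 20 µM in the single-dose screen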;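 also: plate controls were DMSO wells for no effect and EDTA-quenched wells as full inhibition for full effect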
PMI act: activators of human PMI, primary screen, biochemical, fluorescence intensity, near-Km mannose 6-phosphate; actives 0.005% (n = 190,000); purified human PMI, coupled resazurin fluorescence, 20 min; active compounds read high; 1 = vehicle control, 0 substrate-free wells; activation factor at 20 µM;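 active = activation factor of 2 or more at 20 µM, relative to plate controls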
APP 5'UTR act: activators of APP 5'UTR luciferase reporter, primary screen, SH-SY5Y cells. activation, % at 2 µM. AID 1276, 2008. SH-SY5Y APP 5'UTR luciferase reporter, luminescence; zero percent = DMSO vehicle wells. actives 1% (n = 190,000);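 active = activation above a set limit, based on mean plus 3 SD of controls, cut at about 140% in these data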; also: values of inactives mirror those of a sister screen read the other way
FLuc stim CS: FLuc activators, initial screening, artefact control for FLuc-dependent activation tests, biochemical, ATPlite luminescence; Luciferin 4-monooxygenase (Photinus pyralis), P08659; AID 1027, 2008; activation factor at 10 µM; ATPlite luciferase biochemical, 10 min; 0 = ATP-free wells, 1 = DMSO control; 200,000 tested, under 10 active;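 active = luciferase activation factor, scaled between plate controls, of at least 2 with compound at 10 µM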
Target sequence (P08659 whole entry, looked up): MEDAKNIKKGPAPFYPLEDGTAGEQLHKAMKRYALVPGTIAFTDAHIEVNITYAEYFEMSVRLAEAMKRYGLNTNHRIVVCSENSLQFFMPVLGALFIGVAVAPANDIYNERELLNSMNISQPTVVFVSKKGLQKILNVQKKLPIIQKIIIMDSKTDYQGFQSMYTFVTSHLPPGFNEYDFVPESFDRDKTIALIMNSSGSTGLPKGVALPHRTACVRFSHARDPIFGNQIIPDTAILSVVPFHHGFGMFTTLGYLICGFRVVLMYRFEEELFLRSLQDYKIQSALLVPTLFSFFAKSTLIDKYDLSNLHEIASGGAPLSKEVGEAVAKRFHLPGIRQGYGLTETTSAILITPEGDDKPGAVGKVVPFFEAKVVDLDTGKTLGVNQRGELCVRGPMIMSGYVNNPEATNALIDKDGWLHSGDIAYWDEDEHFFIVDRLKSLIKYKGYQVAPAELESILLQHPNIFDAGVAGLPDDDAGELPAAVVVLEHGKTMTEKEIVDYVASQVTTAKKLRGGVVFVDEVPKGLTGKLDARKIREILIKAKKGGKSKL
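Assay system – cell-free luciferase reagent · Medium – PBS-based ATP solution · Dosing – test compounds dosed from 2 mM stocks in 100% DMSO · Timing – 10 min, room temperature · Technique – light output (luminescence) · Measure – luminescence gain marking luciferase activators · Controls – No-ATP low control, compound-free enzyme-plus-ATP high control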
bIAP activator: bovine intestinal alkaline phosphatase activators, primary screen, biochemical, bovine IAP, CDP-star luminescence | alkaline phosphatase, intestinal [Bos taurus] | purified bovine IAP, 30 min; active compounds read high; fold of DMSO-control signal, blank-subtracted | activation factor at 20 µM | actives 0.17% (n = 200,000) | AID 1016, 2008;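 active = activation factor of 2 or more at 20 µM, a signal rise over negative controls twice the positive control's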
FLuc inh counter: firefly luciferase enzyme inhibitors, primary screen, artefact control for luciferase-based inhibitor screens, biochemical, luminescence, ATPLite; actives 1.5% (n = 200,000); 10 min; Luciferin 4-monooxygenase (Photinus pyralis), P08659; AID 1006, 2008; inhibition, % at 10 µM;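 active = inhibition above about 50% when tested at 10 µM, limit read from the data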
NF-kB neuron act: activators of NF-kB expression in neurons, primary screen, cell-based, HTS | fold change at 12.5 µM | actives 1.6% (n = 190,000) | human neuronal cells, NF-kB reporter expression; active compounds read high | AID 1239, 2008; in the data active = fold change above about 3.3
PMI act hi M6P: human PMI activators, high substrate, primary screen, biochemical, fluorescence intensity, near-saturating mannose 6-phosphate; coupled PMI enzyme assay, resazurin fluorescence, 20 min; active compounds read high; 1 = untreated enzyme, 0 = substrate-free blank; activation factor at 20 µM; Mannose-6-phosphate isomerase (Homo sapiens), P34949; actives 0.34% (n = 190,000);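 active = activation factor of 2 or more at 20 µM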
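assay system = human phosphomannose isomerase with PGI, G6PDH, diaphorase coupling enzymes | quantity = 15 ng/mL PMI | incubation = enzyme reaction with compound 20 min at room temperature | medium = HEPES pH 7.4 buffer with MgCl2 and Tween-20 | compound dosing = one concentration, 20 µM, in 1% DMSO | measured by = Diaphorase-driven resazurin-to-resorufin fluorescence, excitation 544, emission 590 nm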
TNAP inh no acc: human TNAP enzyme inhibitors, primary screen, biochemical, luminescent, no phosphate acceptor, uHTS; purified TNAP, CDP-star luminescence, 30 min; Alkaline phosphatase, tissue-nonspecific isozyme (Homo sapiens), P05186; inhibition, % at 20 µM; actives 0.26% (n = 200,000);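 active = tissue-nonspecific alkaline phosphatase inhibition above about 50% at 20 µM in the single-dose screen, limit read from the data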;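 also: 0% = DMSO negative control and 100% = EDTA positive control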
* = called active by the depositor; / = no result given; & = joins results of further samples.

SMILES | bIAP activator | APP 5'UTR act | TNAP act hiacc | FLuc inh counter | PMI act hi M6P | NF-kB neuron act | TNAP inh no acc | TNAP inh hiacc | FLuc stim CS | PMI act
CC1(C)CC(=O)c2cnc(NC(=O)c3ccco3)nc2C1 | 0.9 | / | 1 | 5 | 0.9 | 1.4 | -6 | -1 | 0.9 | 0.9
O=C(Nc1ncc(Cc2ccccc2)s1)C1COc2ccccc2O1 (configuration not stated) | 1 | 164* | 1 | -3 | 1 | 3.2 | -10 | -4 | 1 | 1
Cc1ccc(S(=O)(=O)c2nc(-c3ccccc3)oc2NCc2cccnc2)cc1 | 1 | -6 | 1.1 | -3 | 0.9 | 0.96 | -10 | -5 | 1 | 0.9
Cc1c(Cl)cccc1NC(=S)N1CCCN(Cc2ccccc2F)C1 | 1 | 5 | 1 | -10 | 0.9 | 1 | -6 | -1 | 1.1 | 0.9
COc1cccc(C2(CSc3nnc(-c4cc(OC)c(OC)c(OC)c4)o3)OCCO2)c1 | 1 | -5 | 1.1 | -7 | 0.9 | 0.76 | -8 | -6 | 1.1 | 0.9
COC(=O)c1cc2c(ccn2-c2ccc(F)cc2)n1CC(=O)OC(C)C | 1 | -12 | 1 | -3 | 0.8 | 1.2 | -6 | -2 | 1 | 0.9
COc1cccc(NCc2cc3c(C(C)(C)C)nn(-c4ccccc4)c3[nH]c2=O)c1 | 3.8* | / | 1.2 | -8 | 0.9 | 1.1 | -115 | -24 | 1.1 | 0.9
COc1ccc(C(=O)O/N=C(\N)c2ccccc2)c(OC)c1 | 1.2 | 188* | 1 | 49 | 0.9 | 1.6 | -8 | -2 | 0.5 | 0.9
COc1cccc(OC)c1C(=O)OCC(=O)Nc1cccnc1Cl | 1 | 5 | 1 | 1 | 1.1 | 0.86 | -2 | 1 | 1 | 1
NC(=O)NC1CCCc2c1[nH]c1ccc(Cl)cc21 (configuration not stated) | 0.9 | 35 | 1.1 | -6 | 0.9 | 1.1 | -2 | -6 | 1.1 | 0.8
COc1ccc(OC)c2c1sc(=NC(=O)c1ccco1)n2C | 0.9 | 6 | 1.1 | -7 | 0.9 | 0.87 | -16 | -7 | 1.1 | 1
CCC(C)C(=O)Nc1cccc(SC)c1 (configuration not stated) | 0.9 | 26 | 1.1 | -5 | 1 | 1.2 | -13 | -10 | 1.1 | 1.1
O=C(CSc1nc2ccccc2o1)N1c2ccccc2Sc2ccccc21 | 1 | 28 | 1.1 | -4 | 1 | 0.86 | -10 | -6 | 1 | 0.9
CC(C)Oc1ccc(/C=N/NC(=O)c2ccc(N(Cc3ccccc3)S(C)(=O)=O)cc2)cc1 | 0.7 | 1 | 1 | 10 | 0.9 | 1.1 | -11 | 0 | 0.9 | 0.8
COc1cc(S(=O)(=O)Nc2ccc3cn[nH]c3c2)ccc1Cl | 1 | 40 | 1 | -4 | 0.8 | 0.88 | 4 | 2 | 1 | 0.8
COc1ccccc1Nc1nnc(SCc2cc(=O)n3cc(C)ccc3n2)s1 | 1 | 2 | 1 | -11 | 1.1 | 0.37 | 4 | -2 | 1.1 | 1
CN1CCc2c(sc3c2C(=O)NC(c2ccccc2)N3)C1 (configuration not stated) | 0.9 | -3 | 0.9 | 1 | 0.7 | 0.8 | 0 | 5 | 1 | 0.9
O=C(CSc1nc2cc(Cl)ccc2c(=O)n1Cc1ccco1)Nc1ccc(S(=O)(=O)N2CCOCC2)cc1 | 0.9 | -5 | 1 | -9 | 0.9 | 0.7 | -7 | -2 | 1.1 | 1
Cc1ccc(-c2csc3ncnc(Sc4nnc(CN5CCCCCC5=O)o4)c23)cc1 | 1 | -26 | 1 | -4 | 0.9 | 0.35 | -15 | -4 | 1 | 0.9
CC(NC(=O)Nc1ccccc1O)(C(F)(F)F)C(F)(F)F | 1 | -17 | 1 | -8 | 0.7 | 1.1 | -5 | -1 | 1.1 | 0.7
COc1cc(C(=O)N2CCN(C(=O)Cc3ccccc3)CC2)cc(OC)c1OC | 1 | 9 | 1.1 | 0 | 1 | 1.2 | -13 | -7 | 1 | 1
CCC(C)NS(=O)(=O)c1ccc(NC(=O)c2cccs2)cc1 (configuration not stated) | 1 | 2 | 1.1 | -8 | 1 | 0.98 | -4 | -8 | 1.1 | 1
COc1cccc(OCc2nnc(SCC(=O)NCc3ccco3)n2C)c1 | 1 | -3 | 1 | -6 | 1 | 1.6 | -8 | 1 | 1.1 | 1.1
Cc1nc(C)c(C(=O)N/N=C/c2ccco2)s1 | 1.1 | -27 | 1 | -2 | 1 | 1.2 | -12 | -3 | 1 | 1.1

Reformatted with values under each structure: part of the list above.
Every second line gives: bIAP activator, APP 5'UTR act, TNAP act hiacc, FLuc inh counter, PMI act hi M6P, NF-kB neuron act, TNAP inh no acc, TNAP inh hiacc, FLuc stim CS, PMI act
CN1CCc2c(sc3c2C(=O)NC(c2ccccc2)N3)C1 (configuration not stated)
  0.9, -3, 0.9, 1, 0.7, 0.8, 0, 5, 1, 0.9
COc1cccc(OCc2nnc(SCC(=O)NCc3ccco3)n2C)c1
  1, -3, 1, -6, 1, 1.6, -8, 1, 1.1, 1.1
CC(NC(=O)Nc1ccccc1O)(C(F)(F)F)C(F)(F)F
  1, -17, 1, -8, 0.7, 1.1, -5, -1, 1.1, 0.7
CCC(C)NS(=O)(=O)c1ccc(NC(=O)c2cccs2)cc1 (configuration not stated)
  1, 2, 1.1, -8, 1, 0.98, -4, -8, 1.1, 1

Remaining list, next part:
SMILES | bIAP activator | APP 5'UTR act | TNAP act hiacc | FLuc inh counter | PMI act hi M6P | NF-kB neuron act | TNAP inh no acc | TNAP inh hiacc | FLuc stim CS | PMI act
O=C(NCC(=O)N(c1ccc(F)cc1)C(C(=O)NCC1CCCO1)c1ccccc1)c1ccco1 (configuration not stated) | 1.1 | -16 | 1 | -6 | 0.9 | 1.1 | -12 | -5 | 1.1 | 0.9
COc1ccc(CNc2cc(C)ccc2C)c(OC)c1OC | 1 | 3 | 1 | -2 | 0.9 | 1.3 | -12 | -2 | 1 | 0.8
O=C(CSc1nnc(-c2ccncc2)o1)Nc1ccccc1Cl | 1 | 35 | 1 | -2 | 1 | 1.4 | -13 | 0 | 1 | 0.9
O=C(CSc1ccc(Cl)cc1)NCC1CCCO1 (configuration not stated) | 1 | -4 | 1 | -5 | 1 | 1.3 | -2 | -4 | 1 | 0.9
CC(=O)Nc1ccc(S(=O)(=O)Oc2cccc(N3C(=O)C4CC=CCC4C3=O)c2)cc1 (configuration not stated) | 0.9 | -18 | 1 | -2 | 0.9 | 0.63 | -9 | 0 | 1 | 0.9
Cc1cccc(N(CC(N)=O)S(C)(=O)=O)c1C | 1 | 2 | 1 | -6 | 1.1 | 0.94 | 6 | 2 | 1.1 | 1
Cc1ccc(Sc2ccc(NC(=O)CCl)cc2)c(C)c1 | 0.9 | -16 | 1.1 | -4 | 1 | 0.98 | -9 | -10 | 1 | 1
CCOc1ccc(-c2c(=O)n(OCc3ccccc3Br)c3ccccc3[n+]2[O-])c(OCC)c1 | 1 | 7 | 1 | 0 | 0.8 | 0.68 | -7 | 0 | 1 | 0.9
CC(C)(C)Nc1nc(NCc2cccnc2)nc(N2CCOCC2)n1 | 1.1 | 6 | 1 | -5 | 1 | 1.3 | -5 | -3 | 1 | 1
Cc1ccc(N2CC(O)(c3cccs3)[N+]3=C2CCCC3)cc1 (configuration not stated) | 1.1 | 4 | 1 | -2 | 1.1 | 0.98 | -6 | 1 | 1 | 1.1
CCCCNCC(=O)Nc1ccc(NC(=O)CNCCCC)cc1 | 1.1 | 11 | 1.1 | -10 | 1 | 0.94 | -8 | -7 | 1.1 | 0.9
Clc1ccc(/C=N/N2CCN(Cc3ccccc3Cl)CC2)cc1 | 1.1 | 0 | 1.1 | -6 | 1 | 1.1 | -4 | -6 | 1.1 | 1.1
Fc1ccc2nc(N3CCCCC3)sc2c1 | 0.9 | 112 | 1.1 | 32 | 1.1 | 2.1 | -7 | -10 | 0.7 | 1.1
Cc1cc(C(=O)OCC(=O)c2c(N)n(C)c(=O)n(C)c2=O)c(C)n1-c1ccccc1 | 0.9 | 3 | 1 | 2 | 0.9 | 1.6 | -1 | 3 | 1 | 0.8
O=C(NCc1cccs1)C1CCN(c2nc3ccccc3o2)CC1 | 1 | -14 | 1.1 | -5 | 0.9 | 1.5 | -16 | -9 | 1.1 | 0.9
Cc1ccccc1C(=O)N1CCN(c2ccc([N+](=O)[O-])c(NCc3ccco3)c2)CC1 | 0.9 | 2 | 0.9 | -3 | 0.7 | 0.49 | 20 | 11 | 1 | 1
Cc1cccc(NC2=Nc3ccccc3N3C2=Nc2c(c(C)nn2-c2ccccc2)C3c2ccc(O)c(O)c2)c1 (configuration not stated) | 1.1 | -10 | 1 | -3 | 1 | 0.83 | -1 | 3 | 1 | 0.8
COc1ccc(Br)cc1C1N2CC3(C)CN1CC(C)(C2)C3=O (configuration not stated) | 1 | 4 | 1.1 | -2 | 1 | 1.2 | -21 | -5 | 1 | 0.9
Oc1ccc(N2CCN(C(c3cccnc3)c3nnnn3Cc3ccccc3)CC2)cc1 (configuration not stated) | 1 | 0 | 1 | -3 | 0.8 | 2.2 | -12 | -4 | 1 | 0.7
CS(=O)(=O)N1N=C(c2ccccc2)CC1c1ccc2nccnc2c1 (configuration not stated) | 0.9 | -15 | 1 | -5 | 0.9 | 1.1 | -6 | -3 | 1.1 | 1
CCn1c(=O)c(C(=O)NCc2ccccn2)c(O)c2ccccc21 | 1 | 15 | 1 | -2 | 1.1 | 1.6 | -6 | -3 | 1 | 1.1
Cc1c([N+](=O)[O-])c([N+](=O)[O-])nn1CC(=O)NCCc1ccccc1 | 0.8 | -5 | 1 | 0 | 0.9 | 1.2 | -60 | 2 | 1 | 0.9
O=C(O)c1ccc(-n2nc(C(F)(F)F)c3c2CCCC3)cc1 | 1&1 | 15&1 | 1&1 | -4&0 | 1.1&1 | 1.1&1.9 | -8&-9 | -2&5 | 1&1 | 1.1&1
Cc1cc(NC(=O)COC(=O)CNS(=O)(=O)c2ccc(C)c(C)c2)no1 | 1.1 | -2 | 1 | -2 | 1 | 1.6 | -13 | -4 | 1 | 1.1
